High-throughput results deposited in PubChem by National Center for Advancing Translational Sciences (NCATS).
Apoferritin bind: candidate novel general anesthetic via apoferritin binding | P02791 | AID 485281 | 0.074% of 350,000 active | Potency, µM (highest dose often 77.5 µM), for inactives: at the highest dose activity change, negative = displacement, usual class: inhibitors | apoferritin/1-aminoanthracene competitive binding, fluorescence; further: potency means the concentration at half of the fitted maximal effect; on the % scale 0 is the no-effect control and ±100 the full control effect; nearly all actives have a fitted effect of over 20% in size
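Horse-spleen apoferritin (10 uM) was mixed with 50% saturated 1-aminoanthracene in PBS, exposed to compounds for 10 min at room temperature, and read for fluorescence (ex 380 nm, em 535 nm). Competitive displacement was fitted with a four-parameter Hill equation.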
POLK inh: DNA polymerase kappa (human) inhibition; Q9UBT6; purified Pol kappa, fluorescent DNA synthesis assay, 10 min; Potency, µM (top dose mostly 107 µM), for inactives: top-dose activity, negative = inhibition, hits mostly inhibitors; 0.53% of 400,000 active; AID 588579; further: potency means the concentration at half of the fitted maximal effect; on the % scale 0 is the no-effect control and ±100 the full control effect
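Enzyme at 10 nM met test compounds for 15 min at room temperature. Substrate addition (50 nM final) began the reaction, which was monitored by fluorescence at 0 and 10 min.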
Pol eta inh: DNA polymerase eta (human) inhibition. recombinant Pol eta, fluorescent DNA replication assay. 1.2% of 390,000 active. Q9Y253. Potency, µM (doses to about 114 µM), without a hit: at the highest dose activity change, negative = inhibition, actives largely listed as inhibitors. AID 588591; further: potency means the concentration at half of the fitted maximal effect; on the % scale 0 is the no-effect control and ±100 the full control effect
Target sequence (Q9Y253 whole entry, looked up): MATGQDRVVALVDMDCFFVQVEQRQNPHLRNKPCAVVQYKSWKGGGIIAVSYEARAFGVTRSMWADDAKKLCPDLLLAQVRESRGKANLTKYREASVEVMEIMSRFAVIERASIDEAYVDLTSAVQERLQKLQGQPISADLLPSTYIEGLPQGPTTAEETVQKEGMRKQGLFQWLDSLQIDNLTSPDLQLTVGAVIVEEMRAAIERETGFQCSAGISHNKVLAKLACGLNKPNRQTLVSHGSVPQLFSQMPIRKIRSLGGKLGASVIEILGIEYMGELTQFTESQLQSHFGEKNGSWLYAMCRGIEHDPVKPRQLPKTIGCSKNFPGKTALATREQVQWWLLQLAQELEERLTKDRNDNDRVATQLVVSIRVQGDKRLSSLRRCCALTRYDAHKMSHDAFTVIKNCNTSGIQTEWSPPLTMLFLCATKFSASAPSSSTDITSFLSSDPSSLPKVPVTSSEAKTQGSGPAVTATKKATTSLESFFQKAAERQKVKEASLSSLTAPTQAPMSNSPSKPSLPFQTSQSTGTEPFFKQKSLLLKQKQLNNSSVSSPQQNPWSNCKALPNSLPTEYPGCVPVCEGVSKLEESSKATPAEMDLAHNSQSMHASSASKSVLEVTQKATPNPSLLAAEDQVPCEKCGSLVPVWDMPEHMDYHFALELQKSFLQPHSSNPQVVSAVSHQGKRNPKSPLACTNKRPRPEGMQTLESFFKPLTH
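Pol eta (10 nM) was preincubated with compounds for 15 min at room temperature, after which fluorescent replication substrate (50 nM final) was added to start the reaction. Fluorescence was read kinetically at 0 and 10 min.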
POLI inh: blocks human DNA polymerase iota activity | Q9UNA4 | Pol iota fluorescent replication assay, 10 min | Potency, µM (titrated, usually from 115 µM), for inactives: at the highest dose activity, negative = inhibition, usual class: inhibitors | 1% of 390,000 active | AID 588590; further: potency means the concentration at half of the fitted maximal effect
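Fluorescent replication assay read twice, at 0 min and 10 min after adding 50 nM (final) substrate. Enzyme (10 nM) and compounds were first incubated 15 min at room temperature; enzyme-free buffer wells were negative controls.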
APEX1 inh: inhibitors of human APE1 endonuclease | Potency, µM (titrated, usually from 65.8 µM), for the others: top-dose activity change, negative = inhibition, actives largely listed as inhibitors | AID 2517 | 0.35% of 350,000 active | P27695 | recombinant APE1, TAMRA/BHQ-2 abasic DNA cleavage fluorescence;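 further: potency means the concentration at half of the fitted maximal effect; plate controls were vehicle for no effect and reference inhibitor for full effect; nearly all actives have a fitted effect of over 55% in size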
Target sequence (P27695 whole entry, looked up): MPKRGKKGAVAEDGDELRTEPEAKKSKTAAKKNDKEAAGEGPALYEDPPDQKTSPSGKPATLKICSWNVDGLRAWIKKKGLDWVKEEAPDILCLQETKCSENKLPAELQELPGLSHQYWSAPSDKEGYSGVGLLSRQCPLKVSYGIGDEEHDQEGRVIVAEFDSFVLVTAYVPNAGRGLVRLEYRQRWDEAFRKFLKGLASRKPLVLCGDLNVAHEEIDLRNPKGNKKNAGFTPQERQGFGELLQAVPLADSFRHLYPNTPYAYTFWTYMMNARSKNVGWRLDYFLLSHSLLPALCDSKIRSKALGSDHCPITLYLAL
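Quantitative HTS: incision of a TAMRA/BHQ-2 double-stranded substrate bearing a tetrahydrofuran abasic site by 0.75 nM APE1 raises fluorescence. Substrate 50 nM final, added after 15 min compound preincubation at room temperature; progress as third-minus-first kinetic read difference.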
RXFP1 antag: RXFP1 (human) relaxin receptor antagonism. Q9HBX9. HEK293-RXFP1, relaxin-stimulated cAMP HTRF, 30 min; active compounds read low. activity change, negative = inhibition, % at 57.5 µM. 0.59% of 350,000 active. AID 1259400;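 active means activity change of -60% or lower, but not beyond a set lower limit; inconclusive means change between -60% and -40%, or beyond the set limit; inactive means change above -40%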; further: on the % scale 0 is the no-effect control and ±100 the full control effect
BLM helicase inh: blocks DNA unwinding by human BLM helicase | P54132 | recombinant BLM DNA unwinding, fluorescence dequenching | Potency, µM (highest dose often 56.1 µM), for inactives: top-dose activity change, negative = inhibition, actives largely listed as inhibitors | 0.2% of 350,000 active | AID 2528;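 further: potency means the concentration at half of the fitted maximal effect; plate controls were vehicle for no effect and no enzyme for full effect; nearly all actives have a fitted effect of over 35% in size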
PGK inhibitor: blocks T. brucei phosphoglycerate kinase; P07378; PGK/GAPDH coupled, Kinase-Glo luminescence, 60 min; Potency, µM (series often up to 57.5 µM), without a hit: at the highest dose activity change, negative = inhibition, most hits filed as inhibitors; 0.043% of 380,000 active; further: potency means the concentration at half of the fitted maximal effect; on the % scale 0 is the no-effect control and ±100 the full control effect; nearly all actives have a fitted effect of over 60% in size
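Recombinant glycosomal PGK reaction used 1,3-bisphosphoglycerate generated in-well by GAPDH (100nM final) in 100mM TEA pH 7.6, 5mM MgCl2, 0.01% Tween-20. After 60 minutes at room temperature, ATP was read by Kinase-Glo Plus luminescence end-point.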
POLB inh: blocks human DNA polymerase beta activity; Potency, µM (titrated, usually from 114 µM), for the others: at the highest dose activity change, negative = inhibition, actives largely listed as inhibitors; 1.3% of 340,000 active; Pol beta primer extension/strand displacement, fluorescence kinetic; P06746; further: potency means the concentration at half of the fitted maximal effect; on the % scale 0 is the no-effect control and ±100 the full control effect
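Pol beta (10 nM) was preincubated with compound for 15 min at room temperature. The reaction was then started with 50 nM substrate and read immediately and after a further 10 min at room temperature.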
* marks the source's active call; other numbers are inactive results; i = inactive; ? = inconclusive; · = no result given; & = joins results of further samples; [ ] = another dose, or the depositor's remark. Unless noted, the call rests on the fitted dose curve; in most records, active means well fitted curve in the direction sought with a large enough effect; inconclusive means small, poorly fitted or top-dose-only effect, or another doubt; inactive means no such curve, though single readings can be large; an effect the other way counts as inactive or inconclusive. Not all compounds are listed; count on the stated rates, not on these rows.

SMILES	Apoferritin bind	POLK inh	Pol eta inh	POLI inh	APEX1 inh	RXFP1 antag	BLM helicase inh	PGK inhibitor	POLB inh
O=C(N/N=C/c1ccccn1)c1cc(-c2ccc(Cl)cc2)nc2ccccc12	-23%	12%	-9%	132%[activator]	2%	0	-4%	-5%	11%
CCC(Sc1nc2c(c(=O)n1CC)SC(C)C2)C(=O)OC (stereo not drawn)	-1%	-11%	-18%	-4%	14%	-7	4%	-9%	16%
Cc1cc(C(=O)COC(=O)C(C)NC(N)=O)c(C)n1Cc1ccco1 (stereo not drawn)	-8%	-36%	-16%	?	?	-11	-12%	0%	?
COc1cc2cc(C(c3nnnn3C3CCCC3)N3CCc4ccccc43)c(=O)[nH]c2cc1OC (stereo not drawn)	-13%	-21%	5%	97%[activator]	-5%	·	-13%	2%	?
CCC(C)N(CC(=O)NCc1ccc(OC)cc1)C(=O)c1csnn1 (stereo not drawn)	-8%	-4%	-21%	23%	-4%	1	-3%	0%	4%
CNC(=O)C1CCC(Cn2c(=O)c3sccc3n(Cc3ccccc3)c2=O)CC1 (stereo not drawn)	3%	25%	-5%	1%	·	-3	0%	-2%	12%
COc1ccc(OC)c(/C=C/c2c([N+](=O)[O-])c(=O)n(C)c(=O)n2C)c1	-7%	7%	-11%	55%[activator]	-1%	-17	-9%	-8%	-4%
CCOC(=O)C1=C(c2ccccc2)NC(N)=NC1c1ccc(OCc2ccc(Cl)cc2)c(OC)c1 (stereo not drawn)	?	7%	-27%	28%	-17%	-9	-1%	-6%	1%
Cc1cccc(CN2C(=O)N/C(=C/c3cc(C)n(-c4ccccn4)c3C)C2=O)c1	-4%	-6%	2%	-3%	-6%	1	-7%	1%	14%
O=C(CCc1nnc2n(Cc3ccc(F)cc3)c(=O)c3ccccc3n12)N1CCN(c2ccccn2)CC1	-11%	7%	-10%	3%	14%	5	1%	i	1%
CC(C)(C)NC(=O)NC(=O)COC(=O)c1ccco1	-16%	-1%	-3%	9%	-6%	-4	-3%	-2%	59%
O=C(Cn1cc([N+](=O)[O-])cn1)NCCc1c[nH]c2ccccc12	-9%	-2%	-7%	95%[activator]	14%	3	-4%	7%	33%
Nc1ccc(C(=O)OCc2ccncc2)cc1[N+](=O)[O-]	-12%	-10%	-23%	25%	16%	1	-2%	-2%	19%
N#Cc1ccc2ccn(CC(=O)NC3CCCCCC3)c2c1	-11%	-9%	-22%	21%	-2%	12	-4%	0%	-9%
COC(=O)N/N=C/c1cc(C)n(-c2ccc(Br)cc2)c1C	-14%	-10%	-25%	-15%[58.9 µM]	4%	-2	-4%	-7%	?
Cc1ccc(NC(=S)N2CCC(c3nc4ccccc4s3)CC2)cc1C	-7%	-1%	-7%	-6%	-6%	-21	-11%	-3%	3%
COC(=O)C1=C(C)NC(C)=C(C(=O)OC)C1C(=O)OCc1nnc(-c2ccccc2Cl)o1	·	-2%	?	27%	12%	-6	·	-10%	·
CCOC(=O)c1ccc(NC(=S)N2CCCC(C(=O)N3CCCC3)C2)cc1 (stereo not drawn)	-6%	-15%	-22%	31%[activator]	29%	1	-3%	-3%	1%
COc1ccc(/C=C/C(=O)OCC(=O)NC2CCCC2)cc1OC	·	-12%	-11%	45%[activator]	3%	-6	·	-3%	·
CCOc1nsc(OCC)n1	-6%	-8%	2%	4%	74%[activator]	-24	-3%	7%	63%
Cc1cc(C)n2nc(C(=O)NC3CCCc4ccccc43)nc2n1 (stereo not drawn)	-7%	3%	-8%	18%	-2%	-2	1%	-5%	-1%
CCOc1cc(CC(=O)N[C@@H](CC(C)C)c2ccccc2N2CCCCC2)ccc1C(=O)O	-10%	3%	-8%	15%	0%	·	-6%	i	0%
COc1ccc2c(c1)NC(=O)CC(c1ccccc1)=N2	?	-6%	-4%	11%	?	-9	-2%	i	-1%
O=C(CSc1ccc2nnc(-c3ccncc3)n2n1)Nc1ccc2c(c1)OCO2	1%	-5%	-4%	-2%	2%	·	1%	-5%	-2%
CC(C)=CCN1CCN(Cc2cccnc2)CC1CCO (stereo not drawn)	-11%	-5%	-15%	128%[activator]	0%	-6	-2%	-3%	1%

One compound at a time, from the list above:
`COC(=O)C1=C(C)NC(C)=C(C(=O)OC)C1C(=O)OCc1nnc(-c2ccccc2Cl)o1` in the list: Apoferritin bind = ·; POLK inh = -2%; Pol eta inh = ?; POLI inh = 27%; APEX1 inh = 12%; RXFP1 antag = -6; BLM helicase inh = ·; PGK inhibitor = -10%; POLB inh = ·
`CCOC(=O)C1=C(c2ccccc2)NC(N)=NC1c1ccc(OCc2ccc(Cl)cc2)c(OC)c1` (stereo not drawn) in the list: Apoferritin bind = ?; POLK inh = 7%; Pol eta inh = -27%; POLI inh = 28%; APEX1 inh = -17%; RXFP1 antag = -9; BLM helicase inh = -1%; PGK inhibitor = -6%; POLB inh = 1%

(more compounds)
SMILES	Apoferritin bind	POLK inh	Pol eta inh	POLI inh	APEX1 inh	RXFP1 antag	BLM helicase inh	PGK inhibitor	POLB inh
Cc1cc(C)c2c(c1)-c1cc(C)nn1C(c1ccc3c(c1)OCO3)N2 (stereo not drawn)	41%[activator]	-11%	?	-2%	4%	-6	-6%	-8%	-18%
COc1ccc(CNC(=O)C(=O)NCC(c2cccs2)S(=O)(=O)c2ccc(F)cc2)cc1 (stereo not drawn)	0%	-7%[60.1 µM]	-12%	7%	·	·	0%	-5%	23%
CCOCCCn1c(=N)c(C(=O)NC2CCCC2)cc2c(=O)n3cccc(C)c3nc21	155%[activator]	0%	-4%	12%	·	·	-1%	i	-3%
COC(=O)c1cccc(C23CC4(C2)[C@H](CN(Cc2ccc(-c5ccccc5)cc2)[C@@H]4c2ccccc2)C3c2ccc(Cl)nc2)c1 (stereo partly drawn)	-6%&-11%	-7%	1%	19%	-3%&2%	·	0%&1%	2%	-17%
COC(=O)c1cc(C)sc1NC(=O)c1ccco1	1%	-2%	-9%	-30%	3%	-2	-9%	-11%	39%
COc1cccc(-n2c(=O)c3ccccc3n(CC(=O)NCC3CCCO3)c2=O)c1 (stereo not drawn)	-10%	3%	-15%	0%	-8%	5	0%	1%	44%
C=CCC(=O)N1CCCC(C(=O)c2ccc(Cl)cc2)C1 (stereo not drawn)	-20%	-3%	3%	2%	11%	8	-1%	-6%	-29%
CCOC(=O)C1CCN(c2ncnc3c2nnn3C)CC1	15%	-6%[60.1 µM]	-8%	8%	·	-3	3%	4%	-3%
Cc1ccc(Nc2cc(C)nc3ncnn23)c(Cl)c1	-11%	-3%	-3%	2%	-1%	·	3%	-2%	1%
CCOC(=O)c1cnc(SCC(=O)N2CCOCC2)nc1N	-16%	-4%	2%	16%	5%	-20	-7%	-7%	3%
O=C(CCSCc1cnn(-c2ccccc2)c1-n1cccc1)NCc1ccccc1F	-2%	10%	-10%	90%[activator]	·	-36	-2%	9%	0%
COc1cccc(-c2nc3c(c(SCc4ccccc4Cl)n2)Cc2c(CO)cnc(C)c2O3)c1	-5%	4%	-6%	11%	·	4	-2%	-7%	2%
CC(C)c1ccc(C(=O)NC(=S)NCc2cccnc2)cc1	-8%	-14%	-9%	28%	2%	-6	-1%	-9%	0%
O=C(COc1ccccc1Cl)Nc1ccc(CN2CCOCC2)cc1	?	-4%	6%	-28%	36%	4	2%	-1%	-2%
CC(=O)c1ccc(NS(=O)(=O)c2ccc(-n3cccn3)cc2)cc1	41%[activator]	-13%	-4%	-9%	·	·	-5%	3%	-4%
CCOc1c(Cl)cc(CNCC(C)C)cc1Cl	·	-6%	0%	15%	·	3	·	i	·
O=C(O)CC1=C(Nc2ccccc2)C(=O)N(c2ccccc2)C1c1ccc(Br)cc1 (stereo not drawn)	-8%	-9%	-11%	101%[activator]	0%	-8	-3%	1%	-2%
CCOC(=O)C1CCCN(c2c(N3CCC(N4CCCCC4)CC3)c(=O)c2=O)C1 (stereo not drawn)	3%	-15%	-11%	29%	4%	·	3%	6%	29%
CCCCN=C1C([N+](=O)[O-])=CC=C2C1=NC1(CCCCC1)N2O	-10%	-5%	-2%	23%	13%	0	-5%	-6%	13%
O=C(CNC(=O)Cc1ccc(Cl)cc1)NCc1ccco1	-5%	-2%	-13%	79%[activator]	20%	-2	-4%	-1%	62%
Nc1c(/C=C2/C=CC(=O)C(O)=C2)c(=O)nc2sc(CC(=O)N3CCOCC3)nn12	·	?	3.5µM*	8.9µM*	·	2	·	?	·
CC1CC(=S)Nc2ccccc2S1 (stereo not drawn)	-8%	-4%	8%	1%	15%	7	3%	-1%	26%
CC(=O)Nc1cc(-n2cnnn2)ccc1C	-7%	-7%	-12%	2%	2%	-1	-10%	-12%	-4%
CCc1cccc(C)c1NS(=O)(=O)c1ccc2c(c1)NC(=O)C(C)C(=O)N2 (stereo not drawn)	2%	-5%[60.1 µM]	-17%	9%	·	-16	-2%	i	-10%
C/C(=N\NC(=O)CSc1nc(C)cc(C)n1)c1cccc([N+](=O)[O-])c1	4%	2%	-13%	56%[activator]	9%	-19	-1%	-5%	2%
COc1ccc(-n2c(SCC(=O)NCCC(C)C)nc3ccsc3c2=O)cc1	-3%	-6%	-16%	6%	1%	4	-2%	-5%	5%
Cc1ccc(-c2ccc(SCC(=O)Nc3nonc3C)nn2)cc1	7%	-7%	4%	6%	-4%	-3	-2%	i	2%
Cc1ccc(NCc2cccn2-c2nnc(N3CCC(C(=O)NCc4ccc(F)cc4)CC3)s2)cc1	28%	-18%	·	-14%	·	9	-9%	·	-23%
O=C(Cc1ncc(C(F)(F)F)cc1Cl)NCCc1ccccc1	4%	-11%	-7%	168%[activator]	-2%	-29	-4%	i	9%
CCn1c(CCNC(=O)c2ccc(OC)cc2)nnc1SCc1ccc(Cl)cc1Cl	-1%	1%	-24%	17%	-1%	-5	4%	i	3%
